Assay outcomes (PubChem BioAssay)
TWEAK-Fn14 inh: inhibitors of TWEAK-Fn14 interaction signaling; actives 2% (n = 360,000); inhibition, % at 10 µM; TWEAK-stimulated Fn14 reporter cells, luciferase luminescence, 8 h; in the data active = inhibition above about 50%
NOD2-RIPK2 inh: NOD2-RIPK2 protein interaction inhibition. actives 0.38% (n = 360,000). CHO BLA complementation NOD2-RIPK2, CCF4 ratio. O43353. inhibition, % at 4.98 µM; in the data active = inhibition above about 21%;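 also: 0% = vehicle only and 100% = reference blocker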
TLR9-MyD88 inh: blocks human TLR9 binding to MyD88. CHO BLA complementation TLR9-MyD88, CCF4 FRET ratio. inhibition, % at 4.98 µM. actives 0.21% (n = 340,000). AID 504734;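 active = inhibition above the mean over all tested compounds plus 3 SD, cut at about 21% in these data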;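 also: 0% = DMSO only wells and 100% = clavulanate BLA inhibitor control wells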
SRC3 inh: inhibitors of human steroid receptor coactivator 3 (SRC3) | actives 0.17% (n = 360,000) | inhibition, % at 3.6 µM | Q9Y6Q9 | HEK293 GAL4-SRC3 luciferase reporter, luminescence;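 active = inhibition above a per-campaign cutoff, the mean of all compounds plus 3 SD, cut at about 60% in these data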;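 also: 0% = DMSO-treated cells and 100% = gossypol-treated cells at 36 µM; higher means less SRC3-driven luciferase light from the GAL4 reporter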
TRAIL sens C8: caspase-8 TRAIL sensitization; NB7+C8 cells + TRAIL, ATPlite viability luminescence; inhibition (viability loss, TRAIL sensitization), % at 10 µM; actives 1% (n = 360,000); AID 624354;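 active = compounds causing at least 50% loss of cell viability in the single-dose screen, relative to plate controls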
SRC1 inh: human NCOA1 inhibition; actives 0.12% (n = 360,000); HEK293 GAL4-SRC1 luciferase reporter, luminescence; inhibition, % at 3.6 µM; Q15788;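 active = inhibition above the campaign mean plus 3 SD, with each screening campaign given its own cutoff, cut at about 60% in these data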;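 also: 0% = DMSO treated cells and 100% = gossypol at 36 µM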
Target sequence (Q15788 whole entry, looked up, the tested form may be a part): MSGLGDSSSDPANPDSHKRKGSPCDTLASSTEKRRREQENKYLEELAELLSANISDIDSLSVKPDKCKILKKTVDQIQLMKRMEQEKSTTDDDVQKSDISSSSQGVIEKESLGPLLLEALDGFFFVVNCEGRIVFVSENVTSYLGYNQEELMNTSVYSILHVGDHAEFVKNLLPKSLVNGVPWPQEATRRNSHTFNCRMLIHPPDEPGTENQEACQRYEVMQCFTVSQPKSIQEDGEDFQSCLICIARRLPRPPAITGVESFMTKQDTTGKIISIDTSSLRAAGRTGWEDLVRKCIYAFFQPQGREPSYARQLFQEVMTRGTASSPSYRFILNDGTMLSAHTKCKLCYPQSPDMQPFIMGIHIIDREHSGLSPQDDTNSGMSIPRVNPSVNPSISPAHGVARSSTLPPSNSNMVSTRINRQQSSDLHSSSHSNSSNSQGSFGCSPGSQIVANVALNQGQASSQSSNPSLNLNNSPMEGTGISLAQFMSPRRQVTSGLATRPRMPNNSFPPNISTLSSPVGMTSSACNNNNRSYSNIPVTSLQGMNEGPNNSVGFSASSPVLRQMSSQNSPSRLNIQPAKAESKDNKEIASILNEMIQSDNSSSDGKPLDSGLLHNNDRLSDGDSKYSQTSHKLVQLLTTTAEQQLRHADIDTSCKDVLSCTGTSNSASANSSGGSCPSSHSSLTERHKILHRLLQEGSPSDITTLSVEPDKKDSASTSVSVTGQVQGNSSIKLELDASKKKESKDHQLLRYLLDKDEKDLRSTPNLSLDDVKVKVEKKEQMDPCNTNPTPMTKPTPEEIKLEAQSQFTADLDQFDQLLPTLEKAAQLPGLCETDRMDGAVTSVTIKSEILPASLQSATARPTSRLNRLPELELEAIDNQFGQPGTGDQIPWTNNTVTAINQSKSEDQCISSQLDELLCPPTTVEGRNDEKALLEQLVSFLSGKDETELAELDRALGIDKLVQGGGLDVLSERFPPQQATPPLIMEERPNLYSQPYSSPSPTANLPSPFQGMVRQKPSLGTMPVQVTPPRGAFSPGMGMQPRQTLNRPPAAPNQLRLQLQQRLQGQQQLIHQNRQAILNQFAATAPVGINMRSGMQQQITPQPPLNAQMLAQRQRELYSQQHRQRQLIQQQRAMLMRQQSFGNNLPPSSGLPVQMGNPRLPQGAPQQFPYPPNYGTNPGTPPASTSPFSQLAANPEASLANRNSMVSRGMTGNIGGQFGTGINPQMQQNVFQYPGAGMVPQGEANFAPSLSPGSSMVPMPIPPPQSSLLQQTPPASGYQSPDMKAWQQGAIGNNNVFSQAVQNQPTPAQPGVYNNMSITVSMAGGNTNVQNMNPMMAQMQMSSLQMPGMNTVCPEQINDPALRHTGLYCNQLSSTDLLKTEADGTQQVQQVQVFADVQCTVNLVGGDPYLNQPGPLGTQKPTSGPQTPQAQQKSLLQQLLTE
EBV LMP1 NFkB: reduces LMP1-driven NF-kappaB luciferase signal; LMP1-induced NF-kappaB luciferase reporter cells, luminescence; inhibition, % at 12.5 µM; actives 0.69% (n = 350,000); in the data active = inhibition above about 41%;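 also: 0% = neutral control wells and 100% = reference inhibitor control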
NCOA2 inhibitor: inhibits human steroid receptor coactivator 2 | Q15596 | AID 651957 | HEK293 GAL4-SRC2 luciferase reporter, luminescence | actives 0.17% (n = 370,000) | inhibition, % at 9 µM;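 active = inhibition above the mean inhibition of all tested compounds plus 3 SD, set per campaign, cut at about 52% in these data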;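 also: 0% = DMSO treated cells and 100% = cells given Gossypol at 36 µM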
TROY NFkB inh: blocks TROY-dependent signaling in reporter cells; inhibition, % at 10 µM; actives 0.98% (n = 360,000); Q293 LMP1-TROYcd NF-kB luciferase reporter, 4 h;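 active = compounds whose plate-normalised and pattern-corrected inhibition of the luciferase reporter signal at the single screening dose is 50% or more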
COUP-TFII inh: blocks human COUP-TFII nuclear receptor. P24468. HEK293T NGFI-A luciferase reporter, luminescence. inhibition, % at 8.6 µM. actives 0.7% (n = 370,000). AID 686940;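 active = inhibition above a per-plate cutoff, mean inhibition of test wells between control levels plus 3 SD, cut at about 38% in these data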;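 also: cells cotransfected with COUP-TFII expression vector driving the NGFI-A reporter; 0% = median of COUP-TF2 test wells and 100% = reporter-only cells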
LRH-1 inv ag: inverse agonists of human LRH-1 (NR5A2); HEK293T StAR-luciferase reporter, LRH-1 transfected, 24 h; O00482; inhibition, % at 3.6 µM; actives 0.13% (n = 360,000);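 active = inhibition above the mean inhibition of all tested compounds plus 3 SD, cut at about 73% in these data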;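 also: 0% = DMSO wells and 100% = reporter-only cells lacking LRH-1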
The depositor's hits bear a star; nt = no result given. Only part of the results is shown; count on the stated rates, not on these rows.

Fields: TWEAK-Fn14 inh	NOD2-RIPK2 inh	TLR9-MyD88 inh	SRC3 inh	TRAIL sens C8	SRC1 inh	EBV LMP1 NFkB	NCOA2 inhibitor	TROY NFkB inh	COUP-TFII inh	LRH-1 inv ag
> CCOC(=O)C1CCN(C(=O)c2ccccc2Oc2ccccc2)CC1
 : 4	-13	6	22	1	11	-3	16	1	15	5
> Cc1ccccc1N1CCN(CCCN2C(=O)CC(=C(c3ccccc3)c3ccccc3)C2=O)CC1
 : -8	-3	0	3	-12	6	2	9	2	13	-2
> O=C(c1ccc(Cl)cc1)C(Cn1cncn1)C(Sc1ccccc1)c1ccccc1 (stereo not drawn)
 : 18	2	-11	37	-16	24	-2	19	-13	9	8
> CCOC(=O)NC(=O)CSc1nc(-c2ccc(C)c(C)c2)cn1-c1ccccc1
 : 28	5	2	-65	-3	-81	-24	-64	14	-27	-120
> COc1ccc(/C=C2\CCc3ccccc3C2=O)cc1CN1CCOCC1
 : 35	3	-5	-15	-3	-3	0	-70	18	-15	-14
> Cc1cccc(Cl)c1NC(=S)NCCc1ccccn1
 : -4	5	2	6	-7	-10	-13	1	8	10	6
> C=CCOn1c(C)c(C(C)=O)c2c3no[n+]([O-])c3ccc21
 : 7	6	2	6	60*	0	9	1	11	-7	5
> COc1ccc(-c2nnc(-c3cccnc3)o2)cc1OC
 : -21	-6	-9	-28	-6	-23	-4	-16	-21	-10	-56
> O=C(Cc1ccc(-c2ccccc2)cc1)OCC(=O)N1CCCC1=O
 : -9	-9	-18	8	1	0	0	15	-3	0	-11
> CCOC(=O)c1cc2occc2n1CC(=O)Nc1ccc(OC)cc1OC
 : -5	4	-2	14	7	16	-9	7	-11	-6	-4
> COc1cc(NC(=O)c2n[nH]c(=O)c3ccccc23)cc(OC)c1
 : -17	-1	-14	-4	-3	-11	-6	-17	-12	-9	14
> CCOC(=O)N1CCN(C(=O)CSCC(=O)Nc2nc(-c3ccc(Cl)s3)cs2)CC1
 : 49	-3	0	-8	8	-7	15	5	36	-20	-18
> Cc1ccc(-n2nc3c(=O)n(CC(=O)NCc4cccs4)nc(C)c3c2C)cc1
 : 10	1	2	-5	-5	-1	7	-4	8	-11	-3
> Cc1ccccc1-n1cc(-c2ccc(Br)cc2)nc1SCC(N)=O
 : -15	6	nt	4	5	-54	-6	7	-1	-4	-23
> FCCCOc1ccc(/C=N/OCc2ccc(Cl)cc2Cl)cc1
 : 1	1	3	-11	20	-21	-3	2	-18	-9	-9
> Cc1cc(NCc2ccccn2)n2ncc(-c3ccccc3)c2n1
 : 19	-2	2	-56	43	-91	-54	-66	-86	-27	-169
> Cc1nc(C)c(C(=O)N2CCCC(C(=O)c3ccc(Cl)cc3C)C2)s1 (stereo not drawn)
 : -6	-11	-3	-7	-8	-4	6	7	-11	8	-13
> CC(C)(C)c1ccc(OCCC(=O)NNC(=O)c2ccncc2)cc1
 : 4	-1	0	1	-1	26	5	-7	-39	1	-4
> CN1CCN(c2ccc(NC(=O)CSc3ccccc3)cc2F)CC1
 : 53*	5	-14	-52	2	-84	2	-38	37	-27	-81
> CCc1ccc2nc(N3C(=O)C(O)=C(C(=O)c4ccco4)C3c3cccs3)sc2c1 (stereo not drawn)
 : 28	-2	-3	-93	28	-95	-12	nt	-49	nt	-164
> O=C(NC1CCCCC1)C(c1ccncc1)N(C(=O)c1ccco1)c1ccc(F)cc1 (stereo not drawn)
 : -10	10	-17	17	-2	8	-10	14	2	-4	5
> CCN(CC)CC(C)OC(=O)c1ccccc1Cl (stereo not drawn)
 : -2	2	-6	0	6	-2	-3	-7	15	-5	-2
> Cc1cc(C)c(S(=O)(=O)/N=C2/C=C(Sc3ncn[nH]3)C(=O)c3ccccc32)cc1C
 : 94*	5	13	71*	-1	36	-2	62*	59*	62*	64
> COc1ccc(S(=O)(=O)N2CCCC(C(=O)NCc3ccco3)C2)cc1Cl (stereo not drawn)
 : 86*	3	-4	-7	7	-18	1	0	-8	15	19
> Cc1cc2ccccc2n1CCNC(=O)c1ccccc1
 : 30	-2	1	-39	-1	-56	-6	-14	28	-26	-119
> COc1cccc(NC(=O)Nc2cccn(Cc3ccc(C)cc3)c2=O)c1
 : 38	-6	-4	-3	13	-1	13	-7	-1	3	26
> COc1ccccc1C(=O)NC(=S)Nc1ccc2[nH]c(=O)[nH]c2c1
 : -14	3	-13	-44	-5	-5	-8	-53	0	8	-14
> Cc1ccnc(N2CCC(C(=O)NCc3ccccc3F)CC2)n1
 : -22	-8	4	4	0	-5	-1	-3	7	23	-13
> CCOC(=O)[C@]12CCC=C1N(Cc1ccc(Cl)cc1Cl)C(=O)[C@H](CC(=O)NCCC(C)C)C2
 : 10	-4	nt	nt	4	nt	nt	17	-9	27	14
> Cc1ccc([C@H]2C(C(=O)O)=CC[C@@H](c3ccc(C)cc3)N2S(=O)(=O)c2ccccc2C)cc1
 : 31	-5	-12	-15	2	-15	-8	14	7	-13	-12
> CC1(O)CC(c2ccc(Cl)cc2)=NN1C(=O)c1ccc(Cl)cc1 (stereo not drawn)
 : 27	5	3	0	10	17	10	-11	-8	-21	-30
> COc1ccc(OCc2nnc(SC(C)C(=O)Nc3nccs3)n2-c2ccccc2)cc1 (stereo not drawn)
 : 29	-5	-4	21	5	11	6	14	-3	-4	0
> CCOCCc1c(O)nc(SCC)[nH]c1=O
 : 0	3	2	9	-16	12	-4	-42	11	20	2
> O=C(c1ccc(OC2CCN(Cc3cccc(F)c3)CC2)cc1)N1CCCCC1
 : 5	1	8	2	2	-23	3	1	-4	3	-23
> Cc1ccc(NC(=O)Nc2c(C)[nH]c(=O)[nH]c2=O)cc1Cl
 : 4	-4	4	3	-23	0	-2	7	-38	-3	5
> Cc1cccn2c(=O)c(C=O)c(N3CCN(C)CC3)nc12
 : -2	-6	-2	5	5	2	14	4	-9	-3	-2
> Cc1ccc(/C(O)=C2\C(=O)C(=O)N(C)C2c2ccc(F)cc2)cc1 (stereo not drawn)
 : 10	-8	0	-9	-7	-8	4	18	10	16	0
> Cc1ccc(C(=O)O)cc1NC(=O)C1CCN(S(=O)(=O)c2ccc3c(c2)OCCO3)CC1
 : 1	-7	-1	-9	11	2	1	-7	13	-4	5
> O=C(CCCOc1ccc(Cl)cc1Cl)NNC(=O)C1CCC1
 : -21	-3	0	10	2	6	4	-18	-20	4	18
> O=C(NNC(=O)c1ccc(-n2cncn2)c([N+](=O)[O-])c1)c1cccc(Cl)c1
 : -2	-5	-9	-31	-14	-38	5	-8	-23	0	13
> O=C(Nc1ccc(Cl)cc1Cl)c1ccc(Br)o1
 : -4	-7	-5	-84	4	-73	-25	-49	-36	-38	-61
> Cc1nn(C)cc1/C=C/C(=O)c1ccc(O)cc1
 : 6	2	-3	-87	34	-67	4	-29	-33	-66	-134
> Cc1nc(-c2cccnc2)sc1C(=O)Nc1ccc(F)cc1F
 : -7	-16	2	16	-9	4	4	1	-9	-5	-19
> O=C(Cn1ncc2c(=O)oc3ccccc3c21)NCCC1=CCCCC1
 : 5	5	1	11	-1	0	-5	-44	-7	-1	9
> CCN(CC)CCCN=Cc1c(O)n(-c2cccc(C)c2)c(=O)c2ccccc12
 : -2	1	nt	8	-8	13	nt	-21	-9	9	-16
> COc1cccc(C(=O)c2c[nH]c(C(=O)NCCCN3CCOCC3)c2)c1
 : -6	-1	2	11	-10	1	0	-11	-4	-1	-7
> COc1ccc(N2CCN(C(=O)CN(C3CCCCC3)S(C)(=O)=O)CC2)cc1
 : -18	-5	5	9	-6	11	-2	20	-2	-8	-4
> C[C@H](c1ccccc1)N1C[C@H](COCc2ccccc2)Oc2cc(N3CC[C@@H](O)C3)ccc2S1(=O)=O
 : 0	-9	nt	nt	4	nt	nt	-6	12	17	1
> COc1ccc2c(c1)c1nc3n(c(=O)c1n2CC(=O)Nc1ccccc1)CCS3
 : -26	-12	-20	-6	4	-7	-9	-7	-8	-8	2
> CCOc1ccccc1NC1=C(Cl)C(=O)N(c2ccccc2)C1=O
 : 4	-13	-17	8	4	-17	-3	-29	-5	-4	1
> CCOC(=O)N1CCN(S(=O)(=O)c2cc(C)c(C)cc2C)CC1
 : 10	-1	2	6	4	-8	-1	13	16	7	-1
> Cc1ccc(S(=O)(=O)N2CCOCC2)cc1NC(=O)c1ccncc1
 : 3	-4	-10	5	-11	1	4	-24	-3	5	14
> Cc1nc2ccccc2c(=O)n1NC(=O)c1cccc([N+](=O)[O-])c1
 : 22	-6	6	-2	-1	-20	3	-15	1	-8	-6
> O=C(COC(=O)c1ccc([N+](=O)[O-])o1)NCc1ccccc1
 : -3	3	2	6	4	6	-4	3	6	5	17
> Cc1ccccc1-n1c(=O)c2c(n3cnnc13)-c1ccccc1CC21CCCCC1
 : 7	-6	-1	7	-6	-19	-9	2	-9	11	-6
> Cc1cc(C)c(C#N)c(SCCS(=O)(=O)c2ccc(Cl)cc2)n1
 : -25	6	12	10	-5	-7	-8	20	-5	0	18
> CCCn1c(=S)[nH]c2ccccc2c1=O
 : -15	-9	-1	-4	-5	14	0	-29	-8	-4	16
> CCOC(=O)N1CCC(N(C(=O)Nc2cccc(OC)c2)C(C)CC)CC1 (stereo not drawn)
 : 5	1	15	13	-8	2	-15	-17	-1	-20	0
